Assay outcomes deposited in PubChem by several laboratories.
Mcl1-Bid inh – Mcl-1/Bid interaction inhibition | TR-FRET Mcl-1/Bid-Dy647 peptide binding, 1536-well | hit rate 0.97% among 220,000 | inhibition, % at 21.7 µM | AID 1021 | Q07820;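 active = compounds that cut the binding signal by more than half at the single screening dose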;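 note: His-tagged Mcl-1 with europium anti-His antibody binding Bid BH3 peptide; 0% = Mcl-1 plus peptide wells and 100% = peptide-only wells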
Target sequence (Q07820 whole entry, looked up): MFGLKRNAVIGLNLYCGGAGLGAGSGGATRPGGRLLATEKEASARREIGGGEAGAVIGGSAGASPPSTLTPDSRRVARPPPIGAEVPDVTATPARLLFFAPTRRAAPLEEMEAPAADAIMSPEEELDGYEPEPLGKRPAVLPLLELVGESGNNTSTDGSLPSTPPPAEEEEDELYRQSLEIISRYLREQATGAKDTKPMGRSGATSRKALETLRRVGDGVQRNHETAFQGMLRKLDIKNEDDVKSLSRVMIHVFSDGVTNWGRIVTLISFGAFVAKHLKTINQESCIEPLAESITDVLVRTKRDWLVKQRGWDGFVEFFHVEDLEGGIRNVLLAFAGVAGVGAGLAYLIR
HRas wt GTP bind – changes GTP binding to wildtype human HRas. P01112. GST-Ras wt beads, Bodipy-FL-GTP binding, flow cytometry; actives lie on both sides. GTP binding activity, % at 10 µM. hit rate 0.14% among 190,000. AID 759;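 active = GTP binding activity at least 20% away from the 100% baseline, either lowered as inhibitor or raised as activator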;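 note: 0% = unlabeled GTP competition control and 100% = no-compound control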
Pf gamet viab – kills late stage P. falciparum gametocytes; hit rate 0.065% among 150,000; AID 743093; inhibition, % at 10.9 µM; P. falciparum stage V gametocytes, ATP luminescence, 24 h;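 active = inhibition above the mean plus 3 SD of compounds within the control limits, set per campaign, cut at about 38% in these data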;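 note: 0% = DMSO wells and 100% = medium only without gametocytes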
RGS8-Gao reg – regulators of human RGS8-Galphao interaction; multiplexed bead flow cytometry, RGS8-Galphao binding; actives lie on both sides; response (percent of control binding), % at 10 µM; hit rate 0.34% among 220,000; AID 1423; in the data active = response below about 60% or above about 140%; inactive = in between;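 note: Galphao activated as the GDP aluminium fluoride complex binding bead-coupled RGS8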
Target sequence (P09471 whole entry, looked up): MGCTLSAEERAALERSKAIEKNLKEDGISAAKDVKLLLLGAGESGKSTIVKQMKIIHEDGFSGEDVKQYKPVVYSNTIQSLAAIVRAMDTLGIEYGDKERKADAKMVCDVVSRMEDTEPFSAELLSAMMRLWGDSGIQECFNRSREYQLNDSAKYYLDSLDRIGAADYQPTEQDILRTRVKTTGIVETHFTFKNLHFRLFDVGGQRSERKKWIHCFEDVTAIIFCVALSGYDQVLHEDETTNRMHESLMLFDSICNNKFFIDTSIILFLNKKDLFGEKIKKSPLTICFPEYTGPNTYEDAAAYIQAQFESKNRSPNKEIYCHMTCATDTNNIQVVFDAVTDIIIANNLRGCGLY
Cdc42 wt – human Cdc42 wildtype GTP binding change, either direction | hit rate 0.2% among 190,000 | GST-Cdc42 beads, Bodipy-GTP binding, flow cytometry; actives lie on both sides | percent activity (GTP binding), % at 10 µM;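 active = percent activity GTP binding at least 20 points away from the 100% baseline, either down as inhibitor or up as activator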;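 note: median bead fluorescence of bound Bodipy-FL-GTP at 100 nM; 0% = excess unlabeled GTP control and 100% = no compound control; below 100% means less GTP binding so inhibitor and above means activator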
Target sequence (P60953 whole entry, looked up): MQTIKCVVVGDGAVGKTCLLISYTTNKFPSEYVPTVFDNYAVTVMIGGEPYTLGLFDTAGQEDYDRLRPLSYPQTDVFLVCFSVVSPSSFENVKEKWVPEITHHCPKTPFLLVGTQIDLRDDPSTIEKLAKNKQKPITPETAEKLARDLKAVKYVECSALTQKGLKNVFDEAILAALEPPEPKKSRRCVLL
Rab2A wt mod – changes GTP binding to wildtype dog Rab2A, up or down | P61105 | GST-Rab2 wt beads, Bodipy-GTP binding, flow cytometry | GTP binding activity, % at 10 µM | hit rate 0.19% among 190,000;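 active = GTP binding activity at least 20 points away from 100%, either lowered or raised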;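 note: 0% = beads with excess unlabeled GTP and 100% = no-compound control corrected for plate trend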
Rac1 mut GTP – human Rac1 activated mutant GTP binding change; P63000; GST-Rac1 activated beads, fluorescent GTP binding, flow cytometry; actives lie on both sides; 100% means binding = to untreated wells; percent activity (GTP binding), % at 10 µM; hit rate 0.11% among 190,000; AID 764;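 active = GTP binding at least 20 percentage points away from the 100% baseline, in either direction, so actives lie on both sides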
Rac1 wt GTP bind – human Rac1 wildtype GTP binding, inhibitors and activators. GTP binding activity (% of control), % at 10 µM. AID 757. hit rate 0.27% among 190,000. GST-Rac1 beads, fluorescent GTP binding, flow cytometry; actives lie on both sides; 0 = cold GTP competed, 100 = untreated;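 active = GTP binding activity at least 20 points away from the 100% control level, either lower or higher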
Mcl1 Noxa PPI – Mcl-1/Noxa interaction inhibition. inhibition, % at 21.7 µM. TR-FRET Mcl-1/Noxa peptide binding, 2 h. hit rate 1.5% among 220,000. AID 1022. Q07820;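 active = compounds that cut the protein-peptide binding signal by more than 50% relative to plate controls in a single-dose test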;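 note: His-tagged Mcl-1 with rhodamine Noxa BH3 peptide and terbium anti-His antibody; 0% = Mcl-1 plus Noxa peptide wells and 100% = peptide-only wells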
Rab7 wt modul – dog Rab7 wildtype GTP binding, inhibitors and activators. GST-Rab7 beads, fluorescent GTP binding, flow cytometry; actives lie on both sides; untreated = 100%, excess cold GTP = 0%. GTP binding activity (percent of control), % at 10 µM. hit rate 0.055% among 190,000. AID 758;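 active = fluorescent GTP binding to Rab7 beads changed by at least 20 points from the 100% baseline, either direction, mostly lower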;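 note: median green fluorescence of bound Bodipy-FL-GTP per Rab7 bead population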
Mcl-1 Bim block – disrupts Bim peptide binding to human Mcl-1; Q07820; Bead-based flow cytometry, Bim peptide-Mcl-1 binding; inhibition, % at 10 µM; hit rate 0.1% among 190,000; AID 1009; in the data active = inhibition above about 40%;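 note: 0% = no compound tracer wells and 100% = peptide blocker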
An asterisk follows results filed as active; . = not tested or not shown.

Start of the listing, in advance (2 entries):
SMILES | Mcl1-Bid inh | HRas wt GTP bind | Pf gamet viab | RGS8-Gao reg | Cdc42 wt | Rab2A wt mod | Rac1 mut GTP | Rac1 wt GTP bind | Mcl1 Noxa PPI | Rab7 wt modul | Mcl-1 Bim block
c1ccc(-c2nc3ccccc3o2)nc1 | -5 | 97 | . | 100 | 97 | 95 | 95 | 95 | 14 | 99 | -2
O=C(NCCc1c[nH]c2ccccc12)c1ccc(S(=O)(=O)NCc2ccco2)cc1 | -29 | 93 | . | 103 | 94 | 92 | 91 | 95 | . | 94 | -4

Results, repeating the preview:
SMILES | Mcl1-Bid inh | HRas wt GTP bind | Pf gamet viab | RGS8-Gao reg | Cdc42 wt | Rab2A wt mod | Rac1 mut GTP | Rac1 wt GTP bind | Mcl1 Noxa PPI | Rab7 wt modul | Mcl-1 Bim block
c1ccc(-c2nc3ccccc3o2)nc1 | -5 | 97 | . | 100 | 97 | 95 | 95 | 95 | 14 | 99 | -2
O=C(NCCc1c[nH]c2ccccc12)c1ccc(S(=O)(=O)NCc2ccco2)cc1 | -29 | 93 | . | 103 | 94 | 92 | 91 | 95 | . | 94 | -4
Cc1ccc(-n2c(SCC(=O)Nc3ccc4c(c3)OCO4)nnc2-c2ccccn2)cc1 | -24 | 100 | . | 103 | 99 | 101 | 98 | 100 | 14 | 101 | 0
COC(=O)C(Oc1ccc2c(-c3ccc(OC)cc3)cc(=O)oc2c1)c1ccccc1 (stereo not given) | 22 | 98 | 13 | 95 | 100 | 99 | 97 | 103 | 9 | 98 | -4
CCCCNC(=O)CCNS(=O)(=O)c1ccc(Br)cc1 | -6 | 100 | -4 | 98 | 104 | 102 | 99 | 103 | 3 | 100 | -3
O=C(NCCc1ccccc1)C1CCCN(S(=O)(=O)c2cnc[nH]2)C1 (stereo not given) | -8 | 99 | . | 103 | 95 | 97 | 96 | 97 | 6 | 100 | 0
Cc1ccc(NC(=O)N(Cc2nc3ccccc3c(=O)[nH]2)Cc2cccs2)cc1 | 3 | 100 | 1 | 100 | 101 | 99 | 99 | 101 | 7 | 99 | -3
CC(C)(C)NC(=O)C(Cc1ccccc1)NS(=O)(=O)c1cccc2nsnc12 (stereo not given) | -12 | 103 | . | 93 | 105 | 103 | 103 | 103 | 0 | 102 | -1
CCn1cc(SCC(N)=O)c2ccccc21 | -23 | 100 | . | 101 | 96 | 100 | 100 | 105 | -3 | 103 | 0
CCOc1cc(CNC(C)(C)C)ccc1OCC(=O)Nc1cccc(C(F)(F)F)c1 | 15 | 101 | -5 | 101 | 104 | 107 | 97 | 103 | -9 | 105 | 1
O=C(CSc1nncn1-c1ccccc1)NCc1cccs1 | -29 | 100 | . | 101 | 104 | 100 | 99 | 106 | 8 | 98 | -5
CC(C)OP(=O)(OC(C)C)C(NC(=O)c1ccc(Br)cc1)c1ccccc1 (stereo not given) | 10 | 105 | 19 | 103 | 105 | 103 | 98 | 101 | -5 | 99 | -1
CCOC(=O)CSc1nc2ccc(S(=O)(=O)N3CCOCC3)cc2[nH]1 | -32 | 101 | 13 | 99 | 102 | 101 | 97 | 103 | 9 | 99 | -3
O=C1CCCN1CCCNc1ccc(S(=O)(=O)N2CCCCC2)cn1 | -4 | 99 | 4 | 101 | 100 | 96 | 97 | 100 | -5 | 99 | 0
COC(=O)C1=C(O)/C(=C\c2ccc(CNS(=O)(=O)c3ccccc3)o2)N=C1C | -59 | 97 | . | 97 | 99 | 96 | 96 | 104 | 27 | 99 | -4
Nc1nnc(-c2ccccc2)s1 | 15 | 92 | . | 107 | 92 | 94 | 95 | 89 | 23 | 97 | 0
CCOc1ccccc1N(CC(=O)NCC1CCCO1)C(=O)CNS(=O)(=O)c1ccccc1 (stereo not given) | -11 | 97 | -18 | 102 | 100 | 104 | 95 | 100 | 6 | 104 | 0
COc1ccc(/C=C/C(=O)c2ccc3c(c2)OCCO3)cc1[N+](=O)[O-] | 0 | 102 | . | 101 | 102 | 102 | 101 | 107 | 25 | 103 | -4
Cc1cc(C(=O)COC(=O)c2ccc[nH]c2=O)c(C)n1-c1ccccc1 | -47 | 97 | 11 | 100 | 96 | 98 | 98 | 100 | 14 | 101 | 1
Cc1ccc(N2CC(C(=O)Nc3ccc(S(=O)(=O)N4CCOCC4)cc3)CC2=O)cc1 (stereo not given) | -14 | 105 | 3 | 99 | 105 | 106 | 103 | 105 | -5 | 108 | 1
Cc1ccc2cccc(O)c2[n+]1[O-] | -26 | 94 | . | 99 | 94 | 92 | 93 | 94 | -3 | 92 | -4
C#CCOCCOCCOCCNc1nc(N2CCN(C(=O)[C@H](C(C)C)n3cc(CCO)nn3)CC2)nc(N2CCN(C(=O)[C@H](C(C)C)n3cc(CCO)nn3)CC2)n1 | 19 | 101 | . | 101 | 107 | 102 | 99 | 106 | 37 | 98 | 0
CC(C)c1nc2c(c(=O)c3ccccc3n2C)c(=O)n1-c1ccc(F)cc1 | 1 | 100 | 8 | 103 | 102 | 98 | 101 | 101 | 4 | 98 | -4
C=C1C2C[C@H](O)C(C)(C)[C@@]2(O)[C@H](O)C[C@]23C[C@@](C)(O)[C@H](CC[C@H]12)[C@H]3O (stereo not given in full) | -3 | 105 | 2 | 108 | 109 | 104 | 101 | 109 | 9 | 102 | -3
CCOc1ccc(-c2nc3ccccc3c(=O)o2)cc1 | -18 | 98 | 14 | 97 | 101 | 102 | 98 | 101 | 2 | 99 | 1
C=CCn1c(=O)c2ccccc2n2c(SCc3nc4ccccc4s3)nnc12 | -54 | 96 | . | 101 | 96 | 96 | 95 | 97 | -3 | 96 | -2
Cc1ccc(NC(=O)OCCN2CCN(S(=O)(=O)c3ccc(C)cc3)CCC2=O)cc1 | 2 | 102 | . | 102 | 109 | 101 | 103 | 109 | 15 | 96 | -5
CC(=O)Nc1cccc(NC(=O)CCCC(=O)O)c1 | -15 | 97 | 17 | 99 | 102 | 97 | 98 | 105 | 5 | 100 | -4
O=C(COc1ccc(Br)cc1)Nc1ccc(-c2nnc(-c3ccco3)o2)cc1 | 15 | 101 | 11 | 101 | 102 | 98 | 97 | 101 | 20 | 101 | 0
CCOC(=O)CNC(=O)c1sc2ncnc(N3CCc4ccccc4C3)c2c1C | 7 | 97 | . | 93 | 100 | 96 | 98 | 97 | 13 | 94 | 0
O=C(CSc1nnc(-c2cccnc2)n1CCc1ccccc1)N1CCCCC1 | -20 | 106 | . | 99 | 105 | 105 | 100 | 107 | -9 | 104 | -1
NC(=O)c1cn(-c2ccccc2)nc1-c1cc2ccccc2oc1=O | -14 | 101 | -7 | 96 | 99 | 101 | 97 | 99 | -3 | 97 | -2
CCOc1cc(CN2CCN(Cc3ccc(C)o3)C(CCO)C2)ccc1OC (stereo not given) | -71 | 101 | 6 | 101 | 102 | 99 | 98 | 107 | 6 | 100 | -2
CCCCC(=O)Nc1nnc(SCC(=O)NC2CCCC2)s1 | 5 | 100 | -9 | 93 | 100 | 98 | 98 | 99 | 18 | 95 | -5
CCCNC(=O)CCC(NS(=O)(=O)c1ccc(C)cc1)C(=O)NCCC (stereo not given) | -17 | 103 | 4 | 102 | 107 | 104 | 100 | 103 | 6 | 101 | -1
Cc1ccc(NC(=O)NCCSc2ccc(C)cc2)cc1 | -32 | 98 | 15 | 100 | 99 | 100 | 95 | 102 | -11 | 101 | 0
COc1ccc(NC(=O)Cn2cnc3c(cnn3-c3ccc(C)c(C)c3)c2=O)c(OC)c1 | -11 | 100 | . | 99 | 103 | 99 | 99 | 103 | 9 | 96 | 0
Cc1oc2ccc(OCC(N)=O)cc2c1C(=O)OC(C)C | -5 | 97 | 3 | 103 | 95 | 96 | 97 | 97 | -1 | 99 | -1
CCC(=O)Nc1ccc(Cl)c(NC(=S)NC(=O)COc2ccc(Cl)cc2)c1 | -26 | 102 | -28 | 107 | 103 | 100 | 100 | 106 | 9 | 104 | -3
Cc1ccc(OCC(=O)N2CCN(c3ccc([N+](=O)[O-])c(N4CCOCC4)c3)CC2)cc1 | -4 | 100 | 10 | 103 | 99 | 98 | 97 | 98 | 0 | 95 | 0
COc1ccccc1NC(=O)c1ccc(C(=O)c2ccccc2)o1 | -28 | 95 | 6 | 103 | 93 | 93 | 96 | 94 | 0 | 96 | 3
CC(=O)C(Sc1ccc2nnc(-c3ccncc3)n2n1)C(C)=O | -22 | 99 | . | 102 | 102 | 100 | 98 | 101 | 21 | 101 | -1
COc1ccc(CCNC(=O)CSc2nc(C)nc3c2oc2ccccc23)cc1OC | -4 | 103 | 14 | 103 | 102 | 104 | 99 | 103 | -21 | 107 | 1
CC(=O)Nc1ccc(NC(=O)c2c(C)nn(-c3ccccc3)c2Cl)cc1C | 2 | 94 | 13 | 102 | 94 | 98 | 95 | 96 | -35 | 101 | -1
C=CCN(c1ccccc1)S(=O)(=O)c1cccc(C(=O)Nc2nnc(SCC)s2)c1 | -11 | 98 | 9 | 103 | 100 | 95 | 98 | 102 | 20 | 99 | 1
CNC(=O)CSCc1cnn(-c2ccccc2)c1-n1cccc1 | -19 | 102 | -27 | 109 | 102 | 101 | 97 | 101 | -4 | 98 | 0
O=S(=O)(c1ccc(-c2csc(-c3cccnc3)n2)cc1)N1CCOCC1 | -8 | 95 | 6 | 91 | 97 | 98 | 96 | 98 | 11 | 102 | 0
CCN1CCN(CC(=O)Nc2ccc(C)cc2C)C(=O)C1=O | -15 | 102 | . | 100 | 103 | 100 | 104 | 105 | -4 | 99 | -1
O=C(Nc1ccc(NC(=O)C23CC4CC(CC(C4)C2)C3)cc1)c1cc(F)c(F)cc1Cl | -12 | 100 | 20 | 105 | 96 | 99 | 99 | 102 | -8 | 102 | -4
COC(=O)C1=C(C)NC(=O)C1(NC(=O)c1cccnc1)C(F)(F)F (stereo not given) | -11 | 96 | 8 | 100 | 100 | 97 | 96 | 98 | -10 | 103 | 0
COc1cc(OC)c(-c2nnc(-c3ccc(OC)c(OC)c3OC)o2)cc1OC | 9 | 99 | -8 | 100 | 98 | 97 | 99 | 100 | 25 | 97 | 3
CC1CCCC(NC(=O)COC(=O)c2ccc(N(C)C)cc2)C1C (stereo not given) | -22 | 100 | 2 | 104 | 98 | 99 | 99 | 101 | -4 | 99 | 2
CCc1cccc2c(C(=O)COC(=O)c3ccc([N+](=O)[O-])s3)c[nH]c12 | -2 | 102 | . | 95 | 101 | 99 | 100 | 105 | 3 | 100 | 0
O=C(NC(Cc1c[nH]c2ccccc12)c1nnc2n1CCCCC2)c1cccs1 (stereo not given) | -29 | 95 | . | 102 | 95 | 99 | 94 | 101 | -9 | 90 | 1
O=C(O)Cc1ccc(NC(=O)Nc2cccc(Cl)c2)cc1 | -21 | 93 | . | 105 | 94 | 96 | 95 | 96 | -14 | 95 | 0
